H9c2 TAG inh = inhibitors of triacylglycerol accumulation; inhibition, % at 12.5 µM; 230,000 tested, 0.66% active; AID 651582; H9c2 cells, Nile Red lipid (TAG) fluorescence; cells loaded with 200 µM oleic acid;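 active = pattern-corrected inhibition of lipid staining of at least 50% with the nuclear-stain viability signal not falling by more than 50%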;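 also: 0% = DMSO wells and 100% = triacsin C control wells; some results filed as inactive read as strong as hits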
H9c2 TAG inh DAPI viability = further read-out of H9c2 TAG inh, marked with its call; DAPI nuclei signal change (viability), lower = more cytotoxic, %;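 whole-well DAPI fluorescence read on a plate reader as a viability signal; minus 50 percent equals half of cells still viable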
An asterisk follows results filed as active. Some of the compounds tested. The share of hits here may be higher or lower than overall.

SMILES | H9c2 TAG inh | H9c2 TAG inh DAPI viability
COc1ccc(Cl)cc1NC(=O)CN(C)C(=O)c1cn(-c2ccccc2)nc1-c1cccnc1 | 14 | -3
CSCCC(NC(=O)c1ccccc1Cl)C(=O)NCCc1ccccn1 (stereo not given) | 4 | 4
CNC(=S)Nc1cccc(S(=O)(=O)NCc2ccco2)c1 | 7 | -1
COc1ccc([N+](=O)[O-])cc1NC(=O)CC1SC(=Nc2cccc(C)c2C)N(/N=C(\C)c2ccc(C)cc2)C1=O (stereo not given) | 25 | 4
O=C1CC2C(CC(OC(=O)c3ccc(-c4ccccc4)cc3)C2CO)O1 (stereo not given) | 0 | -9
CSc1nnc2c3c4c(sc3c(=O)n(-c3ccccc3)n12)CC(C)(C)OC4 | 11 | 3
CCOC(=O)[C@H]1[C@H]2COc3ccc(Br)cc3[C@H]2N2C(=O)CN(Cc3ccc(Cl)cc3)C(=O)[C@@]12C | 12 | -4
O=C1CC2(CCN(C(=O)c3cccc(F)c3)CC2)Oc2ccccc21 | 18 | -6
C(#CC1CCCCC1)c1ccc2c(c1)COc1c3ccccc3nn1-2 | 26 | -3
CCn1ccnc1CN(C)Cc1c(C(=O)N2CCCCCCC2)nc2ccc(Cl)cn12 | 8 | -5
O=C(CC1CC2CCC1C2)NCc1cccs1 (stereo not given) | -18 | 10
Cc1cc(C(=O)CCC(=O)N(C)CC(=O)Nc2c(Cl)cccc2Cl)c(C)s1 | 14 | -2
COc1cccc(-c2ccc(NC(=O)C3CCCN(Cc4ccc(CO)o4)C3)cc2)c1 (stereo not given) | -22 | 11
COc1ccccc1Oc1coc2c(CN3CCOCC3)c(O)ccc2c1=O | 7 | 10
CC(C)(CNC(=O)c1cccc(S(=O)(=O)Nc2ccc(Br)cc2)c1)N1CCOCC1 | -11 | 9
CC(C)N(Cc1c(O)ccc2c(=O)c(-c3ccc(Cl)cc3)coc12)C(C)C | 2 | 0
CCN1C(=O)[C@H]2[C@@H](c3ccc(-c4cccc(Cl)c4)cc3)N[C@@](Cc3ccccc3)(C(=O)OC)[C@H]2C1=O | 51* | -3.8*
O=C(O)C(CCc1ccccc1)N1CCOCC1 (stereo not given) | -6 | 9
COC(=O)c1c(NC(=O)C2CCCCC2)sc2c1CC(C)(C)NC2(C)C | 10 | 6
O=C1NC(c2ccc(Cl)cc2)=COc2ccccc21 | 3 | -3
CC(c1nnc(SCC(=O)Nc2ccc3[nH]c(=O)[nH]c3c2)n1Cc1ccccc1)N(C)C (stereo not given) | 0 | -7
COC(=O)C(CCSC)NC(=O)c1cc2c(n(-c3ccccc3)c1=O)CCCC2=O (stereo not given) | 10 | -1
C=C1CCN([C@H](C(=O)NCc2ccc(Cl)cc2)C(C)C)S(=O)(=O)c2ccccc21 | -4 | -3
CN(Cc1ccccc1)C(=S)Nc1cccnc1 | 1 | -3
O=C(N/N=C/c1ccc(Cl)cc1)c1cc(-c2cccnc2)nc2ccccc12 | 47 | -26
Cc1nnc(SCC(=O)N(CC(C)C)C2CCS(=O)(=O)C2)s1 (stereo not given) | -1 | 4
O=C(/C=C/c1cccc([N+](=O)[O-])c1)c1ccc2c(c1)OCCO2 | 1 | 4
O=C(CCCC(=O)NN=Cc1cccc(O)c1)NN=Cc1cccc(O)c1 | -5 | 9
NS(=O)(=O)c1ccc(NC(=S)Nc2ccc(Br)c(Cl)c2)cc1 | 7 | -3
Cc1ccc(NC2CCCN(C(=O)c3cn(C)c4ccccc34)C2)cc1C (stereo not given) | -4 | -1

19 successive compounds from above, quoted:
SMILES | H9c2 TAG inh | H9c2 TAG inh DAPI viability
Cc1cc(C(=O)CCC(=O)N(C)CC(=O)Nc2c(Cl)cccc2Cl)c(C)s1 | 14 | -2
COc1cccc(-c2ccc(NC(=O)C3CCCN(Cc4ccc(CO)o4)C3)cc2)c1 (stereo not given) | -22 | 11
COc1ccccc1Oc1coc2c(CN3CCOCC3)c(O)ccc2c1=O | 7 | 10
CC(C)(CNC(=O)c1cccc(S(=O)(=O)Nc2ccc(Br)cc2)c1)N1CCOCC1 | -11 | 9
CC(C)N(Cc1c(O)ccc2c(=O)c(-c3ccc(Cl)cc3)coc12)C(C)C | 2 | 0
CCN1C(=O)[C@H]2[C@@H](c3ccc(-c4cccc(Cl)c4)cc3)N[C@@](Cc3ccccc3)(C(=O)OC)[C@H]2C1=O | 51* | -3.8*
O=C(O)C(CCc1ccccc1)N1CCOCC1 (stereo not given) | -6 | 9
COC(=O)c1c(NC(=O)C2CCCCC2)sc2c1CC(C)(C)NC2(C)C | 10 | 6
O=C1NC(c2ccc(Cl)cc2)=COc2ccccc21 | 3 | -3
CC(c1nnc(SCC(=O)Nc2ccc3[nH]c(=O)[nH]c3c2)n1Cc1ccccc1)N(C)C (stereo not given) | 0 | -7
COC(=O)C(CCSC)NC(=O)c1cc2c(n(-c3ccccc3)c1=O)CCCC2=O (stereo not given) | 10 | -1
C=C1CCN([C@H](C(=O)NCc2ccc(Cl)cc2)C(C)C)S(=O)(=O)c2ccccc21 | -4 | -3
CN(Cc1ccccc1)C(=S)Nc1cccnc1 | 1 | -3
O=C(N/N=C/c1ccc(Cl)cc1)c1cc(-c2cccnc2)nc2ccccc12 | 47 | -26
Cc1nnc(SCC(=O)N(CC(C)C)C2CCS(=O)(=O)C2)s1 (stereo not given) | -1 | 4
O=C(/C=C/c1cccc([N+](=O)[O-])c1)c1ccc2c(c1)OCCO2 | 1 | 4
O=C(CCCC(=O)NN=Cc1cccc(O)c1)NN=Cc1cccc(O)c1 | -5 | 9
NS(=O)(=O)c1ccc(NC(=S)Nc2ccc(Br)c(Cl)c2)cc1 | 7 | -3
Cc1ccc(NC2CCCN(C(=O)c3cn(C)c4ccccc34)C2)cc1C (stereo not given) | -4 | -1

Next part:
SMILES | H9c2 TAG inh | H9c2 TAG inh DAPI viability
O=C(NNS(=O)(=O)c1ccccc1)c1cccc([N+](=O)[O-])c1 | 5 | -5
COCCNC(=O)C1CCN(S(=O)(=O)c2ccc3c(c2)OCCO3)CC1 | -8 | -2
CC1(Oc2ccccc2)CCN(Cc2ccc(-c3ccccn3)cc2)C1 (stereo not given) | -24 | 14
CCOC(=O)C(=NC(C)C)NNc1cc(Cl)ccc1Cl | -4 | 5
CC(C)(C)c1ccc(C(=O)NNc2ccc(F)cc2F)cc1 | -6 | -5
COc1ccc(NC(=O)CSCC(=O)Nc2ccccc2C(=O)N2CCCCC2)cc1 | -21 | 5
CC(C)n1c(/N=C/c2ccccc2O)nc2ccccc21 | 5 | 6
NS(=O)(=O)c1cccc(NC(=O)Nc2ccccc2)c1 | 6 | -3
C[C@@H]1COC(=O)[C@H](NC(=O)OCC2c3ccccc3-c3ccccc32)C/C=C\C[C@@H](CC(=O)N[C@H](CO)Cc2ccccc2)C(=O)N1 | -26 | -3
Cc1cccc(C(=O)OCC(=O)N2CCCCCC2)c1O | 29 | 1
Cc1cc(N(C)C)c(C#N)c(N2CCCCC2)n1 | 4 | -12
CC(C)CN(C(=O)COC(=O)c1nc(Cl)ccc1Cl)C1CCS(=O)(=O)C1 (stereo not given) | -9 | -12
Nc1ccc(C23CC4CC(CC(O)(C4)C2)C3)cc1 | -3 | 1
CCN(Cc1ccccc1)C(=O)c1ccc2c(=O)n3c(nc2c1)CCC3 | 20 | -6
Cc1ccccc1NC(=O)c1onc2c1CCCC2 | -3 | -1
Cc1ccccc1C(=O)Nc1ccccc1N1CCN(C(=O)c2ccccc2)CC1 | -4 | -3
O=S(=O)(N1CCCCC1)N1CCN(c2cc(Cl)ccc2Cl)CC1 | 4 | -7
CC(=O)c1cccc(NC(=O)Cn2nc(-c3ccc(Cl)cc3)ccc2=O)c1 | 5 | -4
CN(CC(=O)Nc1ccccc1Br)C(=O)C(Cc1ccccc1)NC(=O)c1ccccc1 (stereo not given) | 13 | -3
COc1ccccc1CNC(=O)c1cc(S(=O)(=O)N2CCN(c3ccccc3)CC2)ccc1Cl | -6 | 0
CCOc1ccccc1C(=O)NN1C(=O)CCC1=O | 1 | -1
CCOC(=O)CN1C(=O)N[C@@H](CCc2ccccc2)[C@H](C(=O)OC)[C@H]1C | 10 | -1
CCC(C)NC(=O)Cn1nc([N+](=O)[O-])c(Cl)c1C (stereo not given) | 3 | 3
CSc1nc(C)cc(C)c1C#N | 5 | 7
CC(=O)Nc1ccc2c(c1)nc1n2CCN(C(C)c2ccccc2)C1 (stereo not given) | 7 | -2
Cc1ccc(NC(=O)COC(=O)CCc2c[nH]c3ccccc23)cc1 | 3 | 5
Cc1ccc(C)c(NC(=S)N2CCN(S(C)(=O)=O)CC2)c1 | 0 | -1
CC(SCC(=O)Nc1ccccc1Br)c1nc2ccccc2c(=O)[nH]1 (stereo not given) | 8 | 2
CC(C)NCc1c(O)c(Br)cc2oc3c(c12)CCCC3 | -3 | 2
O=C(O/N=C1/CCCc2occc21)c1ccccc1 | -9 | 0
COc1ccc(-c2nc3cccc(C)n3c2NCc2ccco2)cc1OC | 8 | 4
CC1(C)C2C(Cl)(Cl)C2(C)c2ccccc2N1C=O (stereo not given) | 2 | -5
CC(C)C[C@@H](CN)NC(=O)c1nc[nH]c1C(=O)N[C@@H](Cc1ccccc1)C(=O)CNC[C@H](C)NC(=O)c1nc[nH]c1C(=O)N[C@@H](C)C(=O)O | 3 | -3
c1ccc(C2CCCN(Cc3nc(CC4CC4)no3)CC2)cc1 (stereo not given) | 7 | -1
CCN(CC)S(=O)(=O)c1ccc(N2CCOCC2)c(NC(=O)C(C)(C)C)c1 | 10 | -13
CC(c1nc2ccccc2c(=O)[nH]1)N1CCN(S(=O)(=O)c2ccc(F)c(Cl)c2)CC1 (stereo not given) | 4 | 1
Cc1ccc(-c2csc(NC(=O)C3=NN(C4CCS(=O)(=O)C4)C(=O)CC3)n2)cc1 (stereo not given) | 10 | 7
O=C(CCCn1c(SCc2cccc(F)c2)nc2ccccc2c1=O)NCC1CCCO1 (stereo not given) | -5 | -7
COc1oc(C(=O)NC2CCCCC2)c(-c2ccc(Cl)cc2)c1S(=O)(=O)c1ccccc1 | 7 | -2
Cc1noc(C)c1COC(=O)c1ccc(S(=O)(=O)N2CCCCC2)cc1 | -12 | -7
C[C@@]12CCC[C@@](C)(C(=O)O)C1CC[C@@]13C[C@@H](NCc4ccccc4)[C@@](C)(CCC12)C3 (stereo not given in full) | 9 | -5
CCOC(=O)N1CCN(C(=O)CNC2CCCCCCC2)CC1 | 7 | 6
Cc1ccc(N2C(=O)C(Cl)=C(N3CCOCC3)C2=O)c(C)c1 | -1 | 5
O=C(O)c1ccc(CSc2nnc(-c3ccncc3)n2-c2ccc(Cl)cc2)cc1 | 10 | -7
C=CCC1(C#N)C(=S)NC(C)=C(C(=O)OCC)C1c1ccccc1 (stereo not given) | -18 | -2
COCCNC(=O)c1cc(-c2ccccc2C)nn1CC1CC(c2cccnc2)=NO1 (stereo not given) | 12 | -5
CC12CCC(C(=O)OC3CCCCC3)(OC1=O)C2(C)C (stereo not given) | 5 | -8
CCc1ccccc1Nc1nc2ccccc2n1CC | -9 | 10
C=CCn1c(SCC(=O)Nc2ccc(NC(=O)c3ccco3)c(OC)c2)nnc1-c1ccncc1 | 2 | 4
O=C(COC(=O)c1cnc(Cl)c(Cl)c1)Nc1cccc(S(=O)(=O)N2CCOCC2)c1 | -1 | 3

Whole records, quoted from the list:
Cc1ccc(N2C(=O)C(Cl)=C(N3CCOCC3)C2=O)c(C)c1 across the screens: H9c2 TAG inh = -1; H9c2 TAG inh DAPI viability = 5
O=C(O)c1ccc(CSc2nnc(-c3ccncc3)n2-c2ccc(Cl)cc2)cc1 across the screens: H9c2 TAG inh = 10; H9c2 TAG inh DAPI viability = -7

Going on with the list:
SMILES | H9c2 TAG inh | H9c2 TAG inh DAPI viability
COc1ccc(NC(=O)CN2c3cccc4cccc(c34)S2(=O)=O)cc1OC | -9 | 11
Cc1cc(OCC(=O)Nc2ccccc2N2CCCCC2)ccc1C(C)C | -78 | 3
CCCOC(=O)C1=C(C)NC(=O)NC1c1cc2c(cc1Br)OCO2 (stereo not given) | -14 | 8
CCC(C)NS(=O)(=O)c1ccc(NC(=O)Cc2ccc(OC)cc2)cc1 (stereo not given) | -22 | -16
O=C(CNC(=O)c1cccs1)Nc1ncccc1O | 6 | -2
Cc1ccc(C(=O)NCC2CCCO2)o1 (stereo not given) | -13 | 9
Cc1cc(C)n2c(SCC(=O)Nc3cccc(S(N)(=O)=O)c3)nnc2n1 | -6 | -1
Cc1ccc(NC(=O)CCC(=O)OCC(F)(F)C(F)F)cc1 | 13 | -17
CC(C)n1c(O)c(N=NC(=O)c2ccccc2NS(=O)(=O)c2cccs2)c2ccccc21 | -6 | 3
CC1(C)C(=O)OC(c2cccs2)C2(CCCCC2)C1=O (stereo not given) | -41 | 13
Cn1nnnc1SCc1ccc(F)cc1 | 13 | -1
CCOC(=O)C1C(c2cccc(Cl)c2Cl)NC(=O)NC1(O)C(F)(F)F (stereo not given) | 11 | 3
Cc1ccc(S(=O)(=O)N2CCN(C)CC2)c(C)c1N(C)S(=O)(=O)c1ccc(Cl)cc1 | -22 | 5
O=C(c1ccc(Cl)cc1Cl)N1CCC(c2nc3c(nnn3Cc3ccco3)c(=O)[nH]2)CC1 | 5 | -5
C=C(C)[C@@H](O)COc1c2ccoc2cc2oc(=O)ccc12 | 23 | 5
CCCc1nc2oc3c(Cl)ncnc3c2c2c1CCCC2 | 2 | 1
CC1CCN(C(=O)c2cc(F)c(F)cc2Cl)CC1 | 1 | -5
CC(C)C(O)C1CCN(Cc2nc(-c3cccs3)no2)CC1 (stereo not given) | 8 | -2
CCOC(=O)N1CCN(C(=O)CCCn2c(=O)[nH]c3ccccc3c2=O)CC1 | -9 | -2
Cc1ccc(NC(=S)NCCN2CCOCC2)cc1F | -2 | -8
COc1cccc(CC(=O)OCC(=O)NC2(C#N)CCCCC2)c1 | -1 | -8
CCn1c(CC(=O)Nc2ccccc2)nnc1SCC(=O)Nc1ccccc1C(=O)OC | -4 | 12
CCN(C(=S)NCc1ccccc1)c1cccc2ccccc12 | -4 | -4
